HTR5A inv ctr: HTR5A inverse agonists in luminescence cell assay, primary screen, counter-screen for OPRM1-OPRD1 heterodimer inverse agonist project, full-deck HTS; HTR5A cell line, inverse agonism; 5-hydroxytryptamine receptor 5A (Homo sapiens), P47898; inhibition, % at 9.3 µM; AID 504634, 2011; actives 0.083% (n = 340,000); in the data active = inhibition mostly above about 23%, no sharp cut-off; inactive = mostly below about 18%;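 note: 0% = cells with DMSO and 100% = no-cell wells with DMSO; some compounds called inactive have numbers as strong as hits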
HTR5A ag: HTR5A agonists in luminescence cell assay, primary screen, counter-screen for OPRM1-OPRD1 heterodimer agonist project, full-deck HTS | activation, % at 9.3 µM | cell-based | AID 504692, 2011 | actives 0.61% (n = 340,000) | 5-hydroxytryptamine receptor 5A (Homo sapiens), P47898; in the data active = activation mostly above about 9.5%, no sharp cut-off; inactive = mostly below about 7.6%;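 note: 0% = cells with vehicle only and 100% = reference agonist; strong numbers were not always called active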
Mot1-301 SUMO: yeast Mot1-301 growth rescue at high temperature, primary screen, SUMOylation pathway inhibitor project, S. cerevisiae, ATP luminescence, 38.5C | S. cerevisiae Mot1-301 growth rescue; percent above DMSO median, 100 means doubled | growth rescue, % at 18.8 µM | actives 1% (n = 320,000) | AID 2716, 2010;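 active = every valid replicate shows activation above 250% relative to neutral control wells; inactive = the rest, any valid replicate at or below 250%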;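 note: OY570 slx delta 5 strain wells were the positive control but not used for scaling; some compounds called inactive have numbers as strong as hits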
CDK5 inh: inhibitors of human CDK5/p35 kinase, primary screen, biochemical, single concentration; inhibition, % at 10 µM; AID 488839, 2010; actives 0.01% (n = 330,000); Recombinant CDK5/p35, ADP-Glo luminescence, 60 min;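 active = highest replicate inhibition of at least 50% and at least 75% of replicates reaching 50%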;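 note: plate controls were DMSO neutral control for no effect and GW8510 at 10 µM for full effect; many of its hits are not listed in these tables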
Target sequence (Q00535 whole entry, looked up): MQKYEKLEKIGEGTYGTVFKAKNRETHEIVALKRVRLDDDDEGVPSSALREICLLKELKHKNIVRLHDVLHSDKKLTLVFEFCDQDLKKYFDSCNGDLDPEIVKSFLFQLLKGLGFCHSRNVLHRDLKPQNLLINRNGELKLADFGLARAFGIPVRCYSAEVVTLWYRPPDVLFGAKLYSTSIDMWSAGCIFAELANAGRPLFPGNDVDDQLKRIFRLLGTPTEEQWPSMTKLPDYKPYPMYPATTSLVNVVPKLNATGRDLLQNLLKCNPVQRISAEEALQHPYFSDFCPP
Target sequence (Q15078 whole entry, looked up): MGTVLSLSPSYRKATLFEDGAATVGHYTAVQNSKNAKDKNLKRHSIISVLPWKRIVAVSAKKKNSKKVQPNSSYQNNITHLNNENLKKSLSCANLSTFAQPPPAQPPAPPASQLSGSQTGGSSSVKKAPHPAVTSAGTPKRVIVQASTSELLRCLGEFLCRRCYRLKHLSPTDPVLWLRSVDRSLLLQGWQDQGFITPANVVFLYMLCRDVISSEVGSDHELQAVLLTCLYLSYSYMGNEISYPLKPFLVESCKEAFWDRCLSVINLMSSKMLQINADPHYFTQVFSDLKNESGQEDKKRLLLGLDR
phage Ecoli inh: growth loss of phage-infected E. coli, primary screen, RecBCD inhibitor project, absorbance, with phage, HTS. inhibition, % at 11.9 µM. actives 0.26% (n = 360,000); in the data active = inhibition above about 11%
AddAB inh: growth inhibition of E. coli expressing H. pylori AddAB, primary screen, AddAB inhibitor project, absorbance; inhibition, % at 11.9 µM; actives 0.29% (n = 330,000); in the data active = inhibition above about 12%;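 note: 0% = vehicle wells of infected cells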
PKA-R2B act: activators of PKA-R2B holoenzyme, primary screen, biochemical, fluorescence polarization, Cy5-IP20, human | activation, % at 11.4 µM | actives 0.079% (n = 340,000) | PKA-R2B holoenzyme dissociation; R2B truncated from residue 108, S112A mutant; 0% DMSO only, 100% 113 µM cGMP | cAMP-dependent protein kinase catalytic subunit beta (Homo sapiens) + cAMP-dependent …;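 active = activation above a cutoff set at the mean over all compounds plus 3 SD, cut at about 18% in these data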;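 note: higher means more holoenzyme dissociation and a rise in polarization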
Target sequence (P31323 whole entry, looked up, other chains not shown, the tested form may be a part): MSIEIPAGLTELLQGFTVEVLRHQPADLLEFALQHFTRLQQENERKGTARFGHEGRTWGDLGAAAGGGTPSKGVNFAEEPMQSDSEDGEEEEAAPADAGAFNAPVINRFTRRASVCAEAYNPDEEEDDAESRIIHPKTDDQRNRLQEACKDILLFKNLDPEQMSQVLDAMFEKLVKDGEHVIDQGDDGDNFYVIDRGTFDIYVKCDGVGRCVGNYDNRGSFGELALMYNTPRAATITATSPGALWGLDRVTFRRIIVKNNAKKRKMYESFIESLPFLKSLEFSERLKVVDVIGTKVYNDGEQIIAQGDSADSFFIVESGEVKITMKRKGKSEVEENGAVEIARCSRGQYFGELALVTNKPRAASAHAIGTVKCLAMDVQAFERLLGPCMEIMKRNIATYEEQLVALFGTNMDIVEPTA
DAGLB inh: DAGLB lipase inhibitors, primary screen, biochemical, fluorescence, HTS | inhibition, % at 5.17 µM | AID 504411, 2011 | Diacylglycerol lipase-beta (Homo sapiens), Q8NCG7 | actives 0.059% (n = 340,000) | HEK293T DAGLB membrane lysate, EnzChek fluorogenic substrate; in the data active = inhibition above about 34%;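 note: 0% = enzyme with vehicle and 100% = wells lacking enzyme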
PKA-R1A activ: activators of PKA-R1A holoenzyme, primary screen, biochemical, fluorescence polarization, Cy5-IP20, bovine R1A, mouse PKAc; PKA-R1A dissociation; scaled: DMSO 0%, 113 µM cGMP 100%; actives 0.083% (n = 340,000); activation, % at 11.4 µM; cAMP-dependent protein kinase type I-alpha regulatory subunit (Bos taurus) + …;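 active = percent activation above the mean of all tested compounds plus 3 SD, cut at about 19% in these data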;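 note: higher means more PKAc released from R1A so a rise in polarization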
Tat export inh: E. coli Tat export inhibitors, primary screen, MC4100, TorA-mCherry reporter, fluorescence, single point; inhibition, % at 10 µM; actives 0.036% (n = 340,000); AID 488895, 2010;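 active = mean replicate inhibition at least 50% and at least half of replicates individually reaching 50%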;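 note: exported cargo escapes ClpAP degradation while cytoplasmic cargo is degraded and loses fluorescence; 0% = median of neutral control wells and 100% = median of NaSCN control wells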
E coli growth: E. coli V3065 growth inhibition, primary screen, counter-screen for AddAB inhibitor project, absorbance, OD600. 18 h. inhibition, % at 11.9 µM. actives 0.27% (n = 330,000). AID 449728, 2010;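 active = inhibition above the campaign's mean inhibition across all tested compounds plus 3 SD, cut at about 9.9% in these data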;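 note: uninfected addAB+ strain grown without phage in ampicillin broth; 0% = DMSO wells and 100% = ciprofloxacin 0.95 µg/ml wells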
The depositor's hits bear a star; · = no result given.

SMILES | HTR5A inv ctr | HTR5A ag | Mot1-301 SUMO | CDK5 inh | phage Ecoli inh | AddAB inh | PKA-R2B act | DAGLB inh | PKA-R1A activ | Tat export inh | E coli growth
Cc1c(C(=O)Nc2ccc3c(c2)OCO3)oc2ccccc12 | -19 | 8 | 7 | 9.6 | 2.3 | 3.0 | 4 | -8 | 13 | 1 | 0.3
COC/C=C/C1=CC2=CC(=O)C(C)(OC(=O)c3cnc4ccccc4n3)C(=O)C2=CN1CC(C)C (stereo not given) | 11 | -1 | -5 | 0.0 | · | -0.2 | 3 | 1 | 1 | -18 | -1.5
c1ccc(-c2n[nH]c(-c3ccccn3)n2)cc1 | -8 | 1 | 16 | -1.2 | -0.5 | -1.6 | -18 | -6 | -4 | -16 | -4.9
COc1ccc(CNC(=O)OCCN2CCN(S(=O)(=O)c3ccc(C)cc3)CCC2=O)cc1 | -2 | 1 | -12 | 2.4 | 0.5 | 1.3 | -28 | -3 | -4 | 1 | -1.0
CCc1ccccc1Nc1nc2ccccc2n1C(C)C | 0 | 0 | -2 | 0.0 | 2.5 | 0.4 | 8 | -1 | -8 | -11 | -0.8
COCC1CCN(C(=O)C2CCN(c3nc(-c4ccccc4)nc4c3CCC4)CC2)C1 (stereo not given) | -2 | 1 | 17 | -1.9 | 1.5 | 3.5 | -1 | 0 | 9 | 0 | -0.3
O=C(NCc1ccc(Cl)cc1)c1ccc(CS(=O)Cc2cccc(Cl)c2)o1 (stereo not given) | -7 | 4 | 6 | 0.2 | 0.6 | 2.1 | 13 | -2 | -5 | -1 | -1.3
Cc1cc(C)c(NC(=O)CN2C(=O)NC(CCc3ccccc3)C2=O)c(C)c1 (stereo not given) | 6 | -4 | 9 | -0.9 | 4.0 | 3.1 | -1 | 1 | 1 | -2 | 1.4
COc1ccc(/C=N/S(=O)(=O)CCc2ccccc2)c(OC)c1 | 12 | 6 | · | 0.1 | 2.7 | 0.0 | -9 | -2 | 7 | -6 | -0.2
CC(=O)Oc1ccc2ccc(=O)oc2c1 | -15 | -3 | -6 | -4.9 | -0.5 | 8.2 | -4 | -2 | 2 | 1 | 2.3
CCOC(=O)C1=C(CN2CCCCCC2)NC(=O)NC1c1ccc2c(c1)OCO2 (stereo not given) | -18 | -1 | -17 | -1.5 | 1.6 | -1.6 | -10 | 3 | -6 | 4 | 1.5
O=S(=O)(c1ccc(F)c(F)c1F)N1CCN(c2ncnc3sccc23)CC1 | -8 | 2 | 7 | -1.6 | 4.1 | -0.2 | -7 | 0 | 1 | 3 | 0.7
O=C(O)C1=C[C@H](c2ccc(F)cc2)C[C@H](OCCCCO)O1 | 16 | -6 | -14 | -3.0 | -0.3 | -0.2 | -3 | 3 | -4 | 8 | -1.9
O=C(N/N=C/C(Br)=C/c1ccccc1)c1cccs1 | -18 | 6 | 11 | -1.0 | 4.5 | 4.7 | 2 | -1 | -2 | 1 | 4.3
Cc1nc(C)c(C(=O)NNS(=O)(=O)c2ccc([N+](=O)[O-])cc2)s1 | 14 | 0 | 0 | -0.2 | 4.4 | 1.8 | 4 | 1 | -1 | 4 | -1.1
CC(C)(C)c1ccc(C(=O)Nc2ccc(NC(=O)c3ccco3)cc2)cc1 | -10 | 1 | -5 | -0.2 | 2.2 | 1.6 | -4 | 4 | 3 | -8 | 1.1
COc1ccc(CNC(=O)CCC(=O)N2CCN(S(=O)(=O)c3cc([N+](=O)[O-])ccc3C)CC2)cc1 | -4 | 3 | · | 0.5 | 4.9 | · | -1 | 1 | -5 | 6 | ·
Cc1nn(-c2ccccc2)c(Cl)c1C(=O)NCCCCNC(=O)c1c(C)nn(-c2ccccc2)c1Cl | 4 | 3 | 283 | 0.5 | 2.2 | -1.9 | -9 | 2 | -6 | -7 | 1.1
CCCCCCNc1c([N+](=O)[O-])c(=O)sc2ccccc12 | 0 | -1 | 5 | 0.6 | 3.3 | -0.7 | 1 | 3 | 6 | -6 | 1.7
COc1ccc(C(=O)Oc2ccc(=O)n(-c3ccccc3)n2)cc1 | 5 | 2 | · | 0.6 | 2.2 | 0.8 | 13 | -3 | 1 | 3 | -1.9
O=C(Nc1nnc(C2=COCCO2)o1)c1ccc(Cl)cc1 | -20 | 0 | -2 | -1.2 | -0.1 | 2.5 | -7 | 0 | 2 | -3 | -8.4
COCCNC(=O)c1onc(CSc2ccc(C)c(C)c2)c1C(=O)O | -9 | -1 | 14 | -0.6 | 2.6 | 0.6 | -14 | 5 | -3 | -2 | 0.7
O=C(Nc1ccc(S(=O)(=O)Nc2cnc3ccccc3n2)cc1)c1ccc(F)cc1 | -5 | 2 | 5 | -2.7 | 3.4 | 0.4 | 0 | 6 | -1 | 0 | 1.5
Cc1c(NC(=O)CN2CCC(C(N)=O)CC2)cccc1[N+](=O)[O-] | -1 | 0 | 26 | 0.5 | 4.2 | -0.2 | 2 | 2 | 0 | 1 | 0.5
N#CC(C#N)=c1ccc2c(c1)N1C3=C(CCCC3)CC3CCCCC31N=2 (stereo not given) | -1 | 0 | -16 | 7.0 | -0.8 | 2.5 | -6 | 3 | -6 | 0 | -0.1
CCCOc1ccc(-c2cc(C(=O)NCC3CCCO3)c3ccccc3n2)cc1 (stereo not given) | -12 | 0 | -12 | 1.6 | 2.2 | -2.7 | -6 | 0 | 1 | -9 | -2.8
COCCn1c(N)c(C(=O)NCC2CCCO2)c2nc3ccccc3nc21 (stereo not given) | -6 | 0 | · | 0.4 | 0.6 | 1.5 | -9 | 0 | 17 | 4 | -1.6
COc1cc(/C=N/S(=O)(=O)c2ccccc2)cc(OC)c1O | 6 | -2 | 9 | 0.3 | 1.1 | 2.9 | 4 | 1 | -4 | 3 | -0.9
CC(C)CC(=O)Nc1ccc2c(c1)nc(CCN1CCOCC1)n2C | -9 | 2 | 91 | -0.1 | 1.8 | 1.1 | -14 | -3 | -1 | 5 | 0.3
CN1CCN(c2ccc(S(=O)(=O)N3CCCCC3)cc2NC(=O)/C=C/c2ccc(OC(F)F)cc2)CC1 | 11 | -4 | 17 | 0.1 | 4.9 | 0.3 | -10 | 0 | -6 | 8 | -3.0
COc1ccc(-c2nc(CSCC(=O)NCCCN3CCCC3=O)c(C)o2)cc1OC | 20 | 1 | -1 | -3.3 | 0.0 | 3.8 | -3 | 0 | 2 | -3 | -0.8
COCCCNC(=O)/C(C#N)=C/c1c(N2CCN(c3ccccc3)CC2)nc2c(C)cccn2c1=O | 13 | -4 | 11 | -0.8 | 2.1 | -1.6 | -1 | 1 | 8 | 7 | -0.7
O=C(NCC1CCN(Cc2ccc(Cl)cc2)CC1)C1CCCN(c2ncnc3c2nc2n3CCCCC2)C1 (stereo not given) | -13 | 2 | -12 | -0.2 | -0.5 | -0.6 | -7 | 1 | -18 | 7 | -1.9
CCOC(=O)c1cccc(N2C(=O)C3C4C=CC(CC4)C3C2=O)c1 (stereo not given) | -13 | 3 | -1 | -0.2 | 0.1 | 1.8 | -6 | -1 | 5 | -4 | 1.7
Cc1ccc(-c2nnn(CC(=O)N(CCO)C(C(=O)NC(C)(C)C)c3ccncc3)n2)cc1 (stereo not given) | -17 | 3 | 2 | -0.3 | · | -1.2 | 2 | -2 | 2 | 0 | -2.9
CCCS(=O)(=O)c1nc(S(=O)(=O)c2ccc(C)cc2)c(N2CCC(C)CC2)s1 | 6 | 3 | -5 | -0.6 | -0.9 | 1.5 | -5 | -9 | -3 | 3 | -1.1
Cc1ccc(CNC(=O)C2CCN(S(=O)(=O)c3c(C)noc3C)CC2)cc1 | -4 | 1 | -15 | -0.5 | 0.5 | -1.2 | 0 | -3 | -2 | 3 | -1.9
CCOC(=O)c1c(N/N=C/c2ccncc2)n[nH]c1C | 0 | 0 | -5 | 1.1 | 0.4 | -2.7 | 2 | -2 | -4 | -5 | 0.3
O=C(N/N=C/c1cc([N+](=O)[O-])ccc1N1CCNCC1)c1ccc([N+](=O)[O-])cc1 | -29 | 1 | -1 | -1.5 | 0.0 | 1.5 | -6 | -1 | 3 | 5 | -0.4
Cc1ccc(S(=O)(=O)N(C)C)cc1NC(=O)COC(=O)CCC1CCCCC1 | 6 | -2 | 2 | 0.3 | 4.0 | -2.4 | 2 | -7 | 4 | 8 | -2.4
S=C(c1cn(CCOc2ccccc2)c2ccccc12)N1CCCC1 | 22 | 0 | 1 | 0.5 | 3.4 | -2.7 | -8 | -1 | -3 | 6 | -1.4
N#CCSc1nnc2ccc3ccccc3n12 | 8 | -3 | 93 | -0.4 | 2.1 | 3.1 | -14 | -7 | 0 | -16 | 2.4
O=C(CCC1CCCN(C(=O)C2CCCC2)C1)NCc1ccc(F)c(F)c1 (stereo not given) | -13 | 4 | 93 | 1.5 | 3.5 | 0.0 | 2 | 0 | -1 | -4 | -2.3
O=S(=O)(NCCN1CCOCC1)c1ccc(Cl)s1 | -7 | 1 | 138 | 1.0 | 3.5 | 3.8 | 5 | 1 | 1 | -3 | 0.1
COC(=O)c1ccc(C2NC(=S)N(c3ccccc3)C(C)=C2C(=O)Nc2ccccc2OC)cc1 (stereo not given) | 11 | -4 | -13 | -1.3 | 0.7 | 3.2 | 0 | -1 | 7 | 2 | 1.7
CCNc1nc(NCC)n2c(SCC(=O)Nc3ccc(Br)cc3F)nnc2n1 | 7 | -3 | 10 | 0.3 | 1.6 | -0.2 | 5 | -1 | 1 | -5 | 0.5
CC(=O)Nc1cccc(NC(=O)COc2nncc3ccccc23)c1 | -1 | 0 | -6 | -1.2 | -1.2 | -0.5 | 5 | 0 | -1 | -4 | -1.8
O=C(Cn1cccn1)N1CCCC(N2CCN(c3ccccc3F)CC2)C1 (stereo not given) | 13 | -4 | -17 | -0.9 | 3.3 | -2.0 | -7 | 1 | 0 | 0 | -1.8
COc1ccc(N2C(=O)CC(c3ccc([N+](=O)[O-])cc3)C2=O)cc1 (stereo not given) | -8 | 2 | 2 | 0.0 | -0.1 | 1.3 | 0 | 0 | -6 | 5 | -1.4

Outcome played no part in choosing rows, and some 2.3% of all compounds hit somewhere here.
